Source: PubChem BioAssay (several laboratories)
Anthrax LF prot – Bacillus anthracis LF protease inhibitors, primary screen, biochemical, multiplex microsphere, MLPCN library | Lethal factor (Bacillus anthracis), P15917 | multiplex microsphere protease cleavage assay | inhibition, % at 10 µM | 360,000 tested, 0.12% active | AID 588501, 2011; note: plate controls were buffer without enzyme for full effect and enzyme alone for no effect
Yp Topo-I inh – Yersinia pestis topoisomerase I inhibitors, primary screen, biochemical, cleavage product accumulation, plate reader, single point. DNA topoisomerase I (Yersinia pestis CO92). Y. pestis Topo-I cleavage product accumulation. activity, % at 10 µM. 360,000 tested, 0.064% active; in the data active = activity above about 50%, passing the limit was not always enough; inconclusive = no clear call, values can overlap the other calls; note: inactives centre near 2
CCHF vOTU inh – CCHFV vOTU protease inhibitors, primary screen, biochemical, Pep-AMC substrate, fluorescence | 370,000 tested, 0.55% active | Crimean-Congo hemorrhagic fever virus L polyprotein viral ovarian tumor (vOTU) protease … | inhibition, % at 11.5 µM | AID 651958, 2012; in the data active = inhibition above about 30%; note: 0% = vehicle wells with enzyme and 100% = no enzyme wells
TcdB inh – TcdB glycohydrolase inhibitors, primary screen, biochemical, single point, plate reader; Toxin B (Clostridioides difficile), P18177; TcdB glycohydrolase enzymatic assay; inhibition, % at 9.99 µM; 350,000 tested, 0.24% active; in the data active = inhibition above about 10%
BoNT F protease – BoNT/F light chain protease inhibitors, primary screen, biochemical, flow cytometry, MLPCN library. Botulinum neurotoxin type F light chain protease (Clostridium botulinum). Multiplex microsphere protease cleavage assay. inhibition, % at 10 µM. 360,000 tested, 0.22% active. AID 588497, 2011; in the data active = inhibition above about 35%, passing the limit was not always enough; inconclusive = no clear call, values can overlap the other calls; note: plate controls were buffer without enzyme for full effect and enzyme alone for no effect
FadD28 binding – inhibitors of FadD28 bisubstrate probe binding, primary screen, biochemical, fluorescence polarization, single point. Mycobacterium tuberculosis FadD28 fatty-acid-AMP ligase. inhibition, % at 12.5 µM. 360,000 tested, 0.22% active. AID 588549, 2011; in the data active = inhibition above about 8.5%, passing the limit was not always enough; inconclusive = no clear call, values can overlap the other calls
BoNT-A LC inh2 – BoNT/A light chain protease inhibitors, primary screen, biochemical, flow cytometry, MLPCN library; Botulinum neurotoxin type A light chain protease (Clostridium botulinum A str. ATCC 3502); multiplex microsphere protease substrate cleavage; inhibition, % at 10 µM; 360,000 tested, 0.17% active; AID 588499, 2011; note: plate controls were buffer without enzyme for full effect and enzyme alone for no effect
PrPC surface inh – inhibitors of human cell surface prion protein PrPC, primary screen, cell-based, TR-FRET; TR-FRET read-out; 370,000 tested, 0.43% active; inhibition, % at 13.8 µM; in the data active = inhibition above about 24%; note: 0% = median of the test wells and 100% = reference compound wells
PfHsp40 rescue – rescue of yeast from PfHsp40 toxicity, primary screen, S. cerevisiae, ATP luminescence; S. cerevisiae expressing PfHsp40, growth rescue; growth rescue, % at 12.5 µM; 340,000 tested, 0.68% active; AID 504582, 2011; in the data active = growth rescue above about 28%, passing the limit was not always enough; inconclusive = no clear call, values can overlap the other calls;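 note: yeast W303a lacking pdr1 and pdr3 grown in galactose medium; growth measured after three days at 30 °C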
The depositor's hits bear a star; u = inconclusive; x = no result given; & = joins results of further samples. Cut-off read from the data, not from the text of the source, unless noted: active = inhibition above about 30%; inconclusive = no clear call, values can overlap the other calls; inactive = below that.

smiles	Anthrax LF prot	Yp Topo-I inh	CCHF vOTU inh	TcdB inh	BoNT F protease	FadD28 binding	BoNT-A LC inh2	PrPC surface inh	PfHsp40 rescue
CCCN(CC(=O)Nc1ccccc1C)C(=O)C1CC(=O)N(c2ccccc2OCC)C1 (stereo not given)	-1	-3	-4	1.0	-9	0.3	-3.1	-5	0.6
S=c1c2[nH]cnc2ncn1CCSc1ncnc2nc[nH]c12	-7	-3	10	0.6	-10	-2.2	-0.3	-2	-2.6
CCOc1c(OC)cccc1C1CC(=O)Nc2cc3c(cc21)OCCO3 (stereo not given)	-3	9	1	2.3	-7	-1.8	-0.3	7	-1.0
Cc1ccc(C)c(CN2C(=O)c3ccccc3S(=O)c3ccc(C(=O)NCCCN4CCCC4)cc32)c1 (stereo not given)	-2	-21	5	4.1	-8	-6.0	-5.1	-10	-0.5
S=C(c1ccc(Br)cc1)N1CCN(Cc2ccccc2)CC1	-4	45	-3	2.2	9	-4.4	1.0	-4	-0.3
Clc1ccc(OCCN2CCOCC2)cc1	-1	-7	-12	1.1	3	-2.4	-0.1	10	-0.7
CC1CCc2sc(C(=O)NC(C)C3CCCO3)cc2C1 (stereo not given)	-3	1	-2	0.6	-2	-4.4	-0.1	5	1.0
Cc1cccc(-c2oc3ccccc3c2-c2ccc3c(c2)OCO3)c1	2	-9	2	-0.5	-2	-2.9	-0.3	3	-0.5
COc1ccc(Cl)cc1NC(=O)Cn1c(NCCO)nc2ccccc21	-3	-4	-6	27*	-6	0.7	-0.6	2	-1.1
CCc1noc(C)c1C(=O)Nc1cc(S(=O)(=O)N2CCCCC2)ccc1N(C)C	u	4	-5	2.8	0	-1.4	-1.2	1	-1.5
C=CCn1c(O)c(N=NC(=O)CNC(=O)/C=C/c2ccco2)c2ccccc21	2	11	1	x	4	-4.4	0.1	-21	-1.1
COc1ccc(C(CNC(=O)c2sccc2C)N2CCOCC2)cc1 (stereo not given)	-3	1	-7	1.0	-7	-0.7	-3.3	1	-0.2
COc1ccc(-n2ncc(N(C)n3cccc3)c(Cl)c2=O)cc1	-2	4	7	x	-6	-1.7	0.2	-4	1.4
S=C(NCc1cccs1)Nc1ccc(Cl)cc1	-1	0	1	x	2	-0.8	-0.3	12	3.3
O=C(NC1CCCC1)C(c1ccccn1)N(C(=O)c1csnn1)C1CCCC1 (stereo not given)	-1	-1	2	x	8	-2.1	0.5	5	1.5

A different layout for some results above.
S=C(NCc1cccs1)Nc1ccc(Cl)cc1
  Anthrax LF prot: -1
  Yp Topo-I inh: 0
  CCHF vOTU inh: 1
  TcdB inh: x
  BoNT F protease: 2
  FadD28 binding: -0.8
  BoNT-A LC inh2: -0.3
  PrPC surface inh: 12
  PfHsp40 rescue: 3.3

C=CCn1c(O)c(N=NC(=O)CNC(=O)/C=C/c2ccco2)c2ccccc21
  Anthrax LF prot: 2
  Yp Topo-I inh: 11
  CCHF vOTU inh: 1
  TcdB inh: x
  BoNT F protease: 4
  FadD28 binding: -4.4
  BoNT-A LC inh2: 0.1
  PrPC surface inh: -21
  PfHsp40 rescue: -1.1

Cc1cccc(-c2oc3ccccc3c2-c2ccc3c(c2)OCO3)c1
  Anthrax LF prot: 2
  Yp Topo-I inh: -9
  CCHF vOTU inh: 2
  TcdB inh: -0.5
  BoNT F protease: -2
  FadD28 binding: -2.9
  BoNT-A LC inh2: -0.3
  PrPC surface inh: 3
  PfHsp40 rescue: -0.5

The listing continues:
smiles	Anthrax LF prot	Yp Topo-I inh	CCHF vOTU inh	TcdB inh	BoNT F protease	FadD28 binding	BoNT-A LC inh2	PrPC surface inh	PfHsp40 rescue
COc1ccc(NC(=O)Cc2ccc(C)c(C)c2)cc1Cl	-3	10	2	1.4	-6	-0.4	-0.3	15	-0.2
O=C(CSc1ccc(F)cc1)NC1CCCCC1	0	0	3	1.7	-6	-2.5	-1.2	4	0.6
O=C(Nc1ccccc1C(=O)N1CCOCC1)c1ccc([N+](=O)[O-])cc1	-1	-3	6	1.1	-3	-2.0	0.1	-13	-0.2
COc1cc(OC)c2c(-c3cccc(-c4ccc(C(F)(F)F)cc4)c3)cc(=O)oc2c1	0	17	-6	0.8	-10	-0.7	-0.5	0	-0.4
COc1ccc(S(=O)(=O)N2CCN(C)CC2)c(C)c1	2	7	0	0.8	10	0.0	4.5	2	-0.6
CCOC(=O)C1CCN(C(=O)C(=O)Nc2ccc3nc4n(c(=O)c3c2)CCCCC4)CC1	-14	9	1	0.9	-26	0.8	-1.1	5	-1.0
CC1CCCC(NC(=O)COC(=O)/C=C/c2ccc([N+](=O)[O-])cc2)C1C (stereo not given)	-13	-3	11	2.2	1	0.1	1.1	-5	22
Cc1cc(C)n(CCc2nc(-c3ccco3)cs2)n1	1	10	-5	1.2	5	-1.8	3.3	-2	-0.3
CCn1c(Cn2nnc(-c3ccccc3)n2)nnc1SCC(=O)N1CCOCC1	u	7	-13	x	3	-1.7	u	-1	-0.2
O=S(=O)(c1cccc(NC(=S)Nc2ccc(Br)cc2Cl)c1)N1CCOCC1	-7	-10	-1	x	-16	-0.3	-0.4	11	0.2
COC(=O)N/N=C/c1cc(N=Nc2ccccc2Cl)ccc1O	1	-5	-4	-0.3	-5	-2.3	0.0	7	0.8
COc1ccc(C2CC(c3ccccc3OC(C)=O)=NN2C(=O)/C=C/c2ccccc2)cc1OC (stereo not given)	-1	33	-2	x	-2	-6.2	-0.3	-7	0.7
CCCCN(c1ccccc1)c1ncnc2nc[nH]c12	-5	-4	x	x	-3	-5.4	0.2	x	-1.7
Cc1cc(-n2c(C)cc(C(=O)COc3ccc(F)c(F)c3)c2C)no1	-2	-3	x	x	4	u	-0.1	x	-1.4
Cc1ccc(C2=NC(C)(C)N3C2C3c2ccc([N+](=O)[O-])cc2)cc1 (stereo not given)	-2	-7	4	x	-2	-1.4	-0.7	-14	0.3
CCOc1ccc(C(Nc2ccc(C)cc2)P2(=O)OCC(C)(C)CO2)cc1 (stereo not given)	-8	25	-8	x	1	-0.3	-0.8	1	-0.1
NC(=O)CC(NC(=O)c1ccccc1)c1ccc(N2CCN(c3ccccc3)CC2)c([N+](=O)[O-])c1 (stereo not given)	0	15	2	1.1	3	-3.6	-0.3	-13	0.8
CC(C)N1CC2(CC(c3ccccc3F)=NO2)CN1C(=O)c1ccc(C(C)(C)C)cc1 (stereo not given)	-1	6	35*	-10	2	-1.9	0.0	5	x
CC1CCCN(c2ncnc3c2cnn3-c2ccccc2)C1 (stereo not given)	-1	11	17	2.4	-4	0.5	0.3	-1	-0.3
N#Cc1c2n(c3c(=O)n(Cc4ccccc4Cl)cnc13)CCCC2	0	13	-11	x	6	-5.8	0.3	-4	-0.6
CNc1ncc(C(=O)c2ccccc2)s1	0	-11	8	x	-14	-3.6	-5.3	-7	1.4
CC(C)(C)OC(=O)N(Cc1ccccc1)Cc1ccccc1OCc1cccc(NC(=O)C2CC2)c1	5	7	22	1.7	-9	0.3	-0.5	4	-0.3
C[C@@H]1CN([C@H](C)CO)C(=O)CCCn2cc(nn2)CO[C@H]1CN(C)C(=O)Nc1cccc(F)c1	0	-3	-5	-1.1&-0.5	-2	-2.7	0.0	1	x
Cc1ccccc1-c1cc(C(=O)NCc2ccc3c(c2)OCO3)nn1CC1CC(c2cccc([N+](=O)[O-])c2)=NO1 (stereo not given)	-5	-1	15	0.2	-4	-1.5	-0.5	-2	0.6
CCN(c1ccccc1)S(=O)(=O)c1cccc(C(=O)N(C)CC(=O)Nc2ccc(F)c(F)c2F)c1	1	-3	1	2.5	-1	-3.3	-0.5	0	0.4
COc1ccc(NC(=S)NC(NC(=O)C(C)C)C(Cl)(Cl)Cl)c([N+](=O)[O-])c1 (stereo not given)	1	-6	-2	x	13	0.0	1.1	-19	-0.3
Cn1c(=O)n(C)c2cc(/C=N/NC(=O)c3ccc(Cl)cc3Cl)ccc21	3	-3	5	x	9	-4.0	-2.1	7	0.5
N#CCC(=O)Nc1ccc(C(=O)NNC(=O)CCN2CCN(c3ccccc3)CC2)cc1	-8	2	-10	0.3	-4	-3.5	-0.3	-6	3.9
COC(=O)c1cc2oc(C)cc2n1CC(=O)N(C)c1ccccc1	0	10	-9	0.2	-4	u	-0.6	2	-0.4
CCCN(C(=O)c1cc(S(=O)(=O)N(C)c2ccc(OCC)cc2)ccc1C)C1CCS(=O)(=O)C1 (stereo not given)	0	21	-11	1.5	-5	-4.3	-0.3	2	-0.3
COc1ccccc1N1N=C(c2cccs2)CC1c1ccccc1 (stereo not given)	1	3	-19	x	-7	-1.0	2.9	12	0.7
CN(Cc1ccc(F)cc1)C(=O)c1sccc1-c1ccccc1	13	23	-11	1.1	6	-5.3	1.0	3	1.3
Oc1ccc(-c2nc(-c3ccc(O)c(O)c3)cs2)cc1	-10	-21	5	x	-2	1.3	1.7	-4	0.0
CCCn1c(SCC(=O)/C(C#N)=C(\C)N)n[nH]c1=O	-7	4	16	x	-10	-2.0	-0.1	3	0.2
Cc1cc(NC(=O)CN2CCCC2c2nc3ccccc3s2)no1 (stereo not given)	-4	-3	-2	x	-6	-1.5	0.4	-4	0.1
N/C(Cc1ccc(Cl)cc1Cl)=N\OC(=O)Cc1ccc(Cl)cc1	-1	14	12	0.3	-4	-2.7	-0.5	-2	-1.7
Cc1noc(C)c1COC(=O)CCCNC(=O)c1ccc(Cl)cc1	-9	-13	-5	-0.3	0	-3.2	-0.1	-3	1.3
O=C(NC1CCCCC1)C(c1ccncc1)N(Cc1ccccc1)C(=O)c1ccc(-c2ccccc2)[nH]1 (stereo not given)	-3	14	8	x	-2	-9.2	-0.3	21	-0.4
COc1ccc(C(C)(C)C)cc1NC(=O)C1CC(=O)N(C2CCCC2)C1 (stereo not given)	-4	17	-14	1.1	-6	0.9	-0.4	-1	0.6
CCN(C(=O)C(C)OC(=O)c1nn(-c2ccccc2C(F)(F)F)cc1O)c1ccccc1 (stereo not given)	-2	9	9	1.5	-2	-4.1	-0.5	-1	-0.3
O=C(CCN1C(=O)c2ccccc2S1(=O)=O)NCc1ccccc1Cl	-1	-5	-1	-0.2	7	0.2	0.6	-2	-0.8
CC(N=C1CC(C)(C)CC(=O)/C1=C(/O)CCCN1C(=O)c2ccccc2C1=O)C(=O)O (stereo not given)	-3	-11	3	0.6	-6	-2.5	-0.6	7	-0.6
CC(=O)Nc1cccc(-c2ccnc3c2CC(C(=O)NCc2cccs2)O3)c1 (stereo not given)	0	0	3	-2.5	-3	-1.2	-0.2	20	x
CC(=O)Nc1ccccc1P(=O)(c1ccccc1)c1ccccc1OC(C)=O (stereo not given)	-7	8	-5	4.4	-3	-0.2	-0.6	-8	0.4
COc1ccccc1CC(=O)Nc1cccc(F)c1	-8	13	7	2.0	8	-1.0	2.1	-6	-0.9
CCn1c(C)[n+](Cc2ccccc2)c2ccc(C(=O)OC)cc21	-2	4	3	-0.2	-12	-1.6	-0.9	7	2.3
O=C1NC(=O)N(Cc2ccccc2)C(=O)/C1=C/N1CCCc2ccccc21	1	2	8	-2.5	0	0.6	2.3	-8	-0.4
NS(=O)(=O)c1ccc(NC(=O)/C=C/c2ccc(S(=O)(=O)NCc3ccco3)cc2)cc1	1	-9	7	0.9	-10	-2.1	-1.0	-10	-2.4
O=C(CCc1ccccc1)Nc1ccc(NC(=O)c2ccco2)nc1	x	4	-5	x	x	-1.5	x	1	-0.1

Random draw from the library; any-hit rate near 2.3%.
